Assay outcomes deposited in PubChem BioAssay by Broad Institute.
esBAF inh – Bmi1 luciferase reporter increase in mESCs, primary screen, esBAF inhibitor project, mouse ES cells, Bmi1 luciferase knock-in, single point. 24 h; 100% = twice the neutral-well signal. reporter increase, % at 12.5 µM. 350,000 tested, 2% active. AID 602393, 2012; in the data active means activation above about 40%;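 further: 0% = median of the plate's neutral control wells and 100% = double that signal; a rise in the Bmi1 reporter signal indicates esBAF inhibition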
S100A4 inh HTS – inhibitors of S100A4-myosin IIA peptide binding, primary screen, biochemical, fluorescence polarization, TAMRA-MyoIIA peptide; Protein S100-A4 (Homo sapiens), P26447; inhibition, % at 10.7 µM; 360,000 tested, 0.14% active; AID 652163, 2013;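 active means mean inhibition of at least 70% across replicates, with every replicate also reaching that level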
Target sequence (P26447 whole entry, looked up): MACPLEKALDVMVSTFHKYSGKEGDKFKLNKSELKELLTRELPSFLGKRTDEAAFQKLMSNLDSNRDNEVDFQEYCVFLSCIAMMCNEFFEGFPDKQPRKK
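Test system: S100A4 monomer protein; Medium: HEPES pH 7.2 with CaCl2, KCl, NaCl, DTT, Triton; Probe or stimulus: TAMRA-labelled myosin IIA heavy-chain peptide probe, 5 nM; Doses: one dose per compound; Times: polarization read 5 min after assay mix addition, stable 5–60 min; Benchmarks: neutral control DMSO, positive control TFP.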
Xi reactivation – activators of inactive X chromosome reactivation, primary screen, imaging, XiGFP fibroblasts, GFP high-content imaging, set 2; XiGFP mouse fibroblasts, % GFP-positive cells imaging, 3 d; cells co-treated with 5-aza-dC sensitizer; scaled so ellipticine positive control = 100%; activation, % at 7.58 µM; 360,000 tested, 0.055% active;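 active means mean normalized replicate activation at least 10% and every replicate at or above 10%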;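 further: 0% = median of on-plate neutral control wells and 100% = ellipticine 6 µM median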
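Assay system: SV40-immortalized XiGFP fibroblast cells, line 68-5-11; buffer or medium: DMEM plus 5-aza-dC sensitizer; compound: one concentration, pinned; timing: compounds 3 days, fix/stain 15 min at room temperature; benchmarks: positive control ellipticine, 6 µM final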
E-sel inducer – E-selectin induction in HUVECs, primary screen, imaging, HUVEC, immunofluorescence imaging, single point. 260,000 tested, 0.37% active. AID 686992, 2013. P16581. normalized: neutral wells 0, TNF-alpha wells 100. activation, % at 7.58 µM;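 active means mean E-selectin-positive cell signal at least 10% of the positive control, reached in at least 60% of replicates, without over 20% cell loss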;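 further: in these data hits start at about 27%; measured in HUVEC primary endothelial cells; signal is the percent of cells scored E-selectin positive by PE staining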
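assay system = HUVEC, human umbilical vein endothelial cells | input = 3,000 HUVEC seeded per well | medium = EGM-2 growth medium on 0.1% gelatin-coated wells | dosing = one compound dose added by pin transfer | signal = immunofluorescence imaging | read-out basis = % PE-positive cells | control set = TNF-alpha, DMSO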
FN deposition inh – inhibitors of fibronectin matrix deposition, primary screen, AH1F cells, Alexa488-fibronectin fluorescence, plate reader; AH1F fibroblasts, overnight; AID 743247, 2014; 350,000 tested, 0.086% active; inhibition, % at 12.6 µM;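 active means mean inhibition across replicates of 30% or more, regardless of how many single replicates reach that level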;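 further: positive control wells lacked labelled fibronectin entirely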
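test system = AH1F fibroblasts assembling fluorescent fibronectin matrix | quantity = 10000 AH1F cells per well | buffer or medium = DMEM plus 2% serum, read in PBS | doses = single dose, pinned | incubation = 1 h cell attachment, overnight exposure to compound and label | detection = fluorescence at 485 nm excitation, 525 nm emission | read-out basis = inhibition from reduced deposited-fibronectin fluorescence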
RAD52 anneal inh – RAD52 DNA annealing inhibitors, primary screen, biochemical, FRET, single point, set 2 | DNA repair protein RAD52 homolog (Homo sapiens), P43351 | recombinant RAD52 DNA annealing, FRET fluorescence | inhibition, % at 18.7 µM | 360,000 tested, 0.46% active | AID 651710, 2012;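 active means every replicate showing at least 50% inhibition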
RAD54 branch – inhibitors of human RAD54 branch migration, primary screen, biochemical, fluorescence, single point; AID 602329, 2012; 360,000 tested, 0.14% active; inhibition, % at 10.4 µM; RAD54 Holliday junction branch migration, FAM/BHQ fluorescence;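 active means mean normalized replicate activity at least 40 and at least half of replicates scoring 40 or more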;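 further: 0% = median of neutral control wells and 100% = median of positive control wells; inhibitors cause a drop in the FAM fluorescence signal; in these data hits start at about 50%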
Target sequence (Q92698 whole entry, looked up): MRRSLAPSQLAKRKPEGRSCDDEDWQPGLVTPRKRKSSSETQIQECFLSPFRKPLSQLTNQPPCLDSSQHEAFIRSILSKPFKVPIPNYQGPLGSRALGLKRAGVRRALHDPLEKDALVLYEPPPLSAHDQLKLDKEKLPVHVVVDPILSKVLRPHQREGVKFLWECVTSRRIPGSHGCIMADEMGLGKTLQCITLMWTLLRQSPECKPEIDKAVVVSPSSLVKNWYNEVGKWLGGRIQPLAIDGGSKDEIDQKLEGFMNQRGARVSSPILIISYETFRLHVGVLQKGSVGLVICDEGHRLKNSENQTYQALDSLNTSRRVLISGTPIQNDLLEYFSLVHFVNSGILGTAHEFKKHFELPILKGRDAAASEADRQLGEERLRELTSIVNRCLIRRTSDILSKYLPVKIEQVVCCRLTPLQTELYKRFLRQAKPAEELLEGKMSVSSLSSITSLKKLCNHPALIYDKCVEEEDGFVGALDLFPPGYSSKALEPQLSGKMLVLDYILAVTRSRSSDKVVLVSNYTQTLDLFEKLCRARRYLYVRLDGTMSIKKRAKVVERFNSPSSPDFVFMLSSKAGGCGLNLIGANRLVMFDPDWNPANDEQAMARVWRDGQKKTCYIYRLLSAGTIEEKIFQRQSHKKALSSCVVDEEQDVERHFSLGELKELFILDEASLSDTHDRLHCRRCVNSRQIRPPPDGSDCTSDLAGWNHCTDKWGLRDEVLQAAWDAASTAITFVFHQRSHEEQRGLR
EWS-Fli inh – EWS/Fli-driven NR0B1 reporter inhibitors, primary screen, A673 cells, NR0B1 luciferase, luminescence, MLPCN library | 350,000 tested, 0.67% active | viability-normalised | inhibition, % at 12.6 µM;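 active means mean inhibition of at least 50% after viability correction, with every replicate also passing that limit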;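 further: firefly luciferase signal divided by Alamar Blue viability fluorescence both relative to DMSO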
* marks the source's active call; other numbers are inactive results; / = not tested or not shown.

SMILES	esBAF inh	S100A4 inh HTS	Xi reactivation	E-sel inducer	FN deposition inh	RAD52 anneal inh	RAD54 branch	EWS-Fli inh
Cc1cccc(NC(=O)c2cc([N+](=O)[O-])ccc2N2CCCCC2)n1	/	-4	0.0	1.9	13	6	8	4
Cn1c(=O)c2c(ncn2CC(=O)OCC(=O)c2ccc(F)c(F)c2)n(C)c1=O	/	-3	0.2	/	-3	-4	-4	6
C[C@@H]1CN([C@@H](C)CO)C(=O)c2cccc(NC(=O)Nc3ccc4c(c3)OCO4)c2O[C@H]1CN(C)Cc1ccc(Cl)c(Cl)c1	55*	13	0.0	-0.5	/	14	-1	-38
O=C(Nc1cccc(Cl)c1)N[C@@H]1CC[C@H](CCNC(=O)C2CCCCC2)O[C@H]1CO	-5	-5	0.5	0.7	-1	-4	6	-3
O=S(=O)(NCc1ccc2c(c1)OCO2)c1cnc[nH]1	-1	1	0.0	/	0	-5	-14	-4
COc1ccc(NS(=O)(=O)c2cc(NC(=O)c3ccccn3)ccc2OC)cc1Br	-7	-5	0.3	0.4	-6	-72	6	0
Cc1ccc(-c2nn(CC(=O)NCC3CCCO3)c(=O)c3ccccc23)cc1 (stereo not given)	-11	-2	/	/	/	-14	6	5
CCOC(=O)C1(Cc2cccc(F)c2)CCN(C(=O)c2cnccn2)CC1	-1	2	0.3	/	-9	-10	-1	13
Cc1c(CCO)c(=O)[nH]n1S(=O)(=O)c1ccc(F)cc1	-3	0	0.0	0.1	4	-8	12	/
C=CC[C@H](CC(=O)NCCO)C(=O)N[C@@H](COC(=O)[C@H](CC=C)CC(=O)OC(C)(C)C)Cc1ccccc1	2	-21	0.0	1.8	4	1	4	1
Cc1cc(C)cc(C(=O)NCCC(=O)NCc2cc(=O)n(C)c(=O)n2C)c1	1	-4	0.3	/	-3	-6	-27	-10
O=C(NCCc1c[nH]c2ccccc12)/C(=C/c1ccco1)NC(=O)c1ccco1	/	-3	-0.1	-0.6	-8	-7	/	-2
CCNC(=O)C1CCCN(C(=O)c2ccc(OC)c(OC)c2)CC1 (stereo not given)	-2	3	0.1	-2.5	2	-6	16	3
COc1cc([N+](=O)[O-])ccc1NC(=O)CN1CCN(C(=O)c2ccco2)CC1	/	-9	-0.2	-0.9	-10	-21	/	13
O=C(C[C@@H]1CC[C@H](NC(=O)Nc2ccc(F)cc2)[C@@H](CO)O1)NCCN1CCCC1	3	3	0.1	0.4	-5	-6	6	7
CCC(C)c1ccc(NC(=O)NCCN2CCCCC2)cc1 (stereo not given)	-7	-15	-0.1	/	-5	-29	-3	7
N#C/C(=C1/CCCN1)c1ccccn1	7	-2	/	/	/	-11	11	-4
CO[C@H]1CN(C)C(=O)c2ccc(NC(=O)C3CC3)cc2OC[C@H](C)N(CC2CCOCC2)C[C@@H]1C	/	11	0.2	-0.1	7	-10	/	-1
CSCCC(NS(=O)(=O)c1ccc(C)cc1)C(=O)N(C)CC(=O)Nc1ccccc1Br (stereo not given)	-3	5	0.0	/	4	-12	1	-6
CC(C)C(=O)N(c1ccc2oc(=O)sc2c1)S(=O)(=O)c1ccccc1	4	1	/	/	/	-16	-4	-10
COC(=O)c1ccc(OC(=O)CS(=O)c2ccccc2[N+](=O)[O-])cc1 (stereo not given)	/	-8	0.0	-1.0	-18	-8	/	4
CC(=O)N1[C@@H](CO)[C@H](c2ccccc2)C12CN(C(=O)c1ccccc1)C2	/	8	0.0	0.1	/	-4	/	-4
CCN1CCN(c2ccc(S(=O)(=O)N3CCOCC3)cc2NC(=O)c2ccc(C)c(C)c2)CC1	/	4	0.2	/	6	-1	0	18
COC(=O)c1c(NC(=O)C(=O)NCCCN2CCOCC2)sc2c1CCCC2	-2	1	0.0	/	16	0	17	-9
COc1ccc(CN(C)C[C@@H]2OCCCC[C@@H](C)Oc3ccc(NC(=O)CCC(F)(F)F)cc3C(=O)N([C@@H](C)CO)C[C@H]2C)cc1	0	4	0.0	0.0	/	16	1	-9
CC(C)Oc1ccc(CCC(=O)N/N=C/c2ccncc2)cc1	-3	-2	-0.1	/	5	-7	-6	-5
Cc1nc2ccccc2n1CC(=O)NC1CCCC1	-2	5	0.0	0.0	-1	-1	-17	0
COc1ccc(C2NN=C(c3ccc(C)cc3)S2)cc1OC (stereo not given)	/	0	0.0	/	-4	-11	/	-138
Cc1ccc(C(=O)NCC(=O)N2CCCC(C(F)(F)F)C2)s1 (stereo not given)	/	-3	-0.2	0.7	5	-13	/	-30
CCOC(=O)C1(Cc2ccccc2)CCN(Cc2nccn2CC)CC1	/	-3	0.4	/	-2	-13	/	7

Next part, overlapping the part above by 2 compounds.
SMILES	esBAF inh	S100A4 inh HTS	Xi reactivation	E-sel inducer	FN deposition inh	RAD52 anneal inh	RAD54 branch	EWS-Fli inh
Cc1ccc(C(=O)NCC(=O)N2CCCC(C(F)(F)F)C2)s1 (stereo not given)	/	-3	-0.2	0.7	5	-13	/	-30
CCOC(=O)C1(Cc2ccccc2)CCN(Cc2nccn2CC)CC1	/	-3	0.4	/	-2	-13	/	7
Cc1ccc(S(=O)(=O)CC(=O)Nc2nnc(C(C)C)s2)cc1	-11	0	0.3	/	-1	-16	-4	4
Cc1ccc(S(=O)(=O)N(CC(=O)NN=C2CCN(C)CC2)c2ccc(F)cc2)cc1	/	-6	0.0	/	/	-8	-12	-9
CCc1ccc(/C=C2\SC(N3CCOCC3)=NC2=O)cc1	6	-3	-0.1	-0.6	8	-4	-3	-18
COc1cc(C)cc2c1OC(c1ccccc1)CC2=O (stereo not given)	-6	0	0.0	/	-3	-7	-11	-14
CCn1cc(S(=O)(=O)NC2CCCCC2)cn1	-8	-1	0.4	-0.1	2	-9	7	2
O=C(NNC(=O)C1CC(=O)N(Cc2ccccc2)C1)c1ccc(F)cc1 (stereo not given)	-10	-4	-0.1	0.1	/	-2	-7	0
Cc1ccc(S(=O)(=O)N2CCN(C(=O)CCCOc3cccc(C)c3)CC2)cc1	5	-1	0.1	0.5	4	-3	0	-1
O=S(=O)(N[C@@H]1CC[C@@H](CCn2cc(-c3ccccc3F)nn2)O[C@@H]1CO)c1ccc(Cl)cc1	0	28	-0.3	-0.1	-5	6	-9	-4
Cc1noc(C)c1NC(=O)Nc1ccc2c(c1)C(=O)N([C@H](C)CO)C[C@@H](C)[C@H](CN(C)Cc1ccc3c(c1)OCO3)OCCCC[C@@H](C)O2	2	/	0.1	2.9	-11	/	8	2
C[C@@H]1CN([C@H](C)CO)C(=O)c2cccc(NS(C)(=O)=O)c2O[C@@H]1CN(C)Cc1ccc(C(=O)Nc2ccccc2N)cc1	-19	2	0.4	/	/	10	2	41
NC(=O)CC(NC(=O)Cc1ccc(Br)cc1)c1ccc(N2CCC(Br)CC2)c([N+](=O)[O-])c1 (stereo not given)	-6	4	0.0	-0.1	6	-1	-2	6
CO[C@H]1CN(C)C(=O)c2cc(NS(=O)(=O)c3ccccc3C)ccc2OC[C@@H](C)N(C)C[C@@H]1C	0	-8	0.1	-0.1	11	-7	-2	8
Cc1ccc(/C=C2/SC(=S)N(CCC(=O)N3CCOCC3)C2=O)cc1	8	-7	0.0	0.2	7	-13	12	-7
C[C@@H]1CN([C@@H](C)CO)C(=O)c2cc(NS(=O)(=O)c3ccc(F)cc3)ccc2O[C@@H](C)CCCCO[C@H]1CN(C)Cc1ccccc1	-2	1	-0.1	/	-5	27	5	-4
O=C(c1cccnc1)N1CC[C@H]2[C@H](CO)Nc3ccc(-c4cccc(F)c4)cc3[C@H]21	0	-9	0.2	0.9	13	1	-1	1
COc1ccc(C(C)=O)cc1COC(=O)[C@H](Cc1ccccc1)NC(=O)c1ccco1	-8	-20	0.0	0.0	13	-12	-9	-1
CC(=O)N(C)C[C@H]1Oc2cc(C#C[C@@H](C)O)ccc2S(=O)(=O)N([C@@H](C)CO)C[C@@H]1C	-1	5	-0.6	0.0	/	-4	-1	-17
CN1CCN(CC/C=C2/c3ccccc3Sc3ccc(S(=O)(=O)N(C)C)cc32)CC1	9	-4	-0.1	1.6	1	41	10	-16
CSc1ncc(CN2CCC(C(=O)Nc3cccc(-c4cscn4)c3)CC2)cn1	-5	6	0.1	-0.3	/	-13	-4	/
O=C(C[C@H]1CC[C@H]2[C@@H](COC[C@H](O)CN2Cc2cc(F)ccc2F)O1)NCc1ccc(Oc2ccccc2)cc1	3	/	0.1	0.0	9	/	0	/

Printed as active in esBAF inh, of those listed so far:
SMILES,esBAF inh,S100A4 inh HTS,RAD52 anneal inh
C[C@@H]1CN([C@@H](C)CO)C(=O)c2cccc(NC(=O)Nc3ccc4c(c3)OCO4)c2O[C@H]1CN(C)Cc1ccc(Cl)c(Cl)c1,55*,13,14

More records:
SMILES	esBAF inh	S100A4 inh HTS	Xi reactivation	E-sel inducer	FN deposition inh	RAD52 anneal inh	RAD54 branch	EWS-Fli inh
CC(=O)Nc1ccc(S(=O)(=O)N(C#N)c2nc(N(C)C)nc(N(C)C)n2)cc1	-7	2	0.0	-0.1	13	-22	-8	9
Clc1ccc(CN2C3=NCCCN3c3ccccc32)c(Cl)c1	-4	2	0.2	-0.5	9	2	-3	18
O=c1[nH]c2cccnc2n1-c1ccc([N+](=O)[O-])cc1	/	-3	-0.2	0.1	-11	-49	9	5
C[C@@H]1CN([C@@H](C)CO)C(=O)Cc2cc(NC(=O)Cn3cnnn3)ccc2O[C@@H]1CN(C)C	2	3	-1.0	/	/	-5	6	-2
COc1ccccc1C(=O)NCCC(=O)NCCCSc1ccccc1	-2	-7	0.0	-0.1	-2	-5	0	-9
CN1C(=O)C(CC(=O)Nc2ccccc2F)N(NC(=O)c2ccc(Br)cc2)C1=S (stereo not given)	-9	-12	0.1	/	-9	-2	-19	3
Cc1cccc(-n2nc3c(c2NC(=O)CCC2CCCCC2)CS(=O)C3)c1C (stereo not given)	7	10	0.1	1.0	-4	-1	15	-8
CCCNC(=O)N1C[C@@H](C)[C@@H](OC)CN(C)C(=O)c2ccc(NC(C)=O)cc2OC[C@@H]1C	-1	-4	0.2	0.4	-2	-1	-10	-9
COc1ccc(NC(=O)COc2ccc(/C=C/c3cccc[n+]3C)cc2OC)cc1	3	11	0.0	-0.2	1	13	-19	2
CCNc1ccccc(-c2ccc3ccccc3n2)c1=O	/	/	0.2	0.5	1	/	/	-20
O=S(=O)(c1ccc(S(=O)(=O)N2CCN(C3CCCCC3)CC2)cc1)N1CCCCCC1	-4	-2	/	/	/	-6	5	/
Cc1cc(CNCCN(C)C)c(C)n1-c1cc(S(=O)(=O)N2CCOCC2)ccc1N1CCCC1	3	-2	-0.1	-0.3	0	1	1	3
